Bioassay records (PubChem BioAssay)
GPR55 beta-arrestin: selective activators of receptor GPR55 – imaging, U2OS cells, beta-arrestin-GFP redistribution, primary screen (AID 1961) | U2OS GPR55 beta-arrestin-GFP redistribution imaging; higher % means a stronger effect | activation, % at 10 µM; hits with a dose series show EC50 in µM | 290,000 tested, 0.048% active;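 active = activation above 40% with more than 50 cells counted in the well; inconclusive = wells holding fewer than 50 cells, flagged as toxic or sparse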;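 note: U2OS osteosarcoma cells stably expressing GPR55 and beta-arrestin-GFP; plate controls were DMSO negative control for no effect and LPI positive control for full effect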
KOR beta-arrestin-1: KOR agonists, beta-arrestin recruitment, primary screen, cell-based, luminescence, uHTS (AID 1777); KOR beta-arrestin recruitment, luminescence; higher % means a stronger effect; activation, % at 10 µM; hits with a dose series show EC50 in µM; 280,000 tested, 0.02% active; in the data active = activation above about 50%, passing the limit was not always enough; note: a part of the inactive calls stands beside numbers as strong as those of hits
KOR beta-arrestin-2: KOR antagonists, beta-arrestin recruitment, cell-based, luminescence, uHTS (AID 1778). KOR beta-arrestin recruitment, luminescence, antagonist mode; higher % means a stronger effect. 290,000 tested, 0.091% active. one-dose inhibition, % at 10 µM; IC50 in µM for titrated hits; note: strong numbers were not always called active
Dynein cargo inh: dynein cargo transport inhibition. 3617.4 mouse cells, GR-EGFP nuclear translocation imaging; test concentration mostly 20 µM; stimulated with dexamethasone, 1 µM; active compounds read low. z-score, hits read low. 220,000 tested, 0.47% active;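 active = plate z-score of nuclear minus cytoplasmic receptor signal below a set negative limit, without overly bright fluorescence or cell loss, cut at about -3.5 in these data, passing the limit was not always enough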;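 note: z-score of nuclear minus cytoplasmic ring GR-EGFP intensity difference per well; some compounds called inactive have numbers as strong as hits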
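Buffer or medium: tet-free, stripped-serum medium; reagent: dexamethasone at 1.0 µM final, 30 min; incubation: 48 h induction, 1 h compound, 30 min dex at 37 °C; measured by: formaldehyde fixation, Hoechst nuclear stain, 10x automated fluorescence imaging; read-out: nuclear-to-cytoplasmic GR-EGFP distribution per well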
NOD2 inhibition: inhibition of NOD2-driven NF-kB reporter – cell-based, luminescence, uHTS, HEK293 (AID 1566); 290,000 tested, 0.63% active; HEK293 NOD2/NF-kB luciferase reporter, luminescence; higher % means a stronger effect; inhibition, % at 4 µM; hits with a dose series show EC50 in µM; note: many of its hits are not listed in these tables
NOD1 NF-kB reporter: NOD1 signaling inhibitors, primary screen, cell-based, luminescence, uHTS (AID 1578); NOD1-driven NF-kB luciferase reporter cells, luminescence; higher % means a stronger effect; inhibition, % at 4 µM; hits with a dose series show EC50 in µM; 290,000 tested, 1% active; in the data active = inhibition mostly above about 36%, no sharp cut-off; inactive = mostly below about 34%;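 note: HEK-293T reporter cells stimulated with the NOD1 agonist gamma-tri-DAP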
P. falciparum M1AAP: P. falciparum M1AAP inhibitors, biochemical, fluorogenic H-Leu-NHMec substrate, 1536-well (AID 1445). 220,000 tested, 0.42% active. recombinant M1AAP, H-Leu-NHMec fluorogenic kinetic assay; higher % means a stronger effect. inhibition, % at 30 µM; hits with a dose series show IC50 in µM;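 active = primary inhibition above the hit cutoff, then over 50% inhibition at one or more dose response concentrations, cut at about 23% in these data, passing the limit was not always enough; inconclusive = conflicting primary data, or primary hits not chosen for dose response; inactive = low primary inhibition, or under 50% at every dose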;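 note: plate controls were DMSO full reaction for no effect and no enzyme background for full effect; strong numbers were not always called active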
AID2073: inhibitors of Mint1-CaV2.2 protein interaction, biochemical, HTRF (AID 2073) | HTRF protein-protein interaction, Mint1-CaV2.2; higher % means a stronger effect | one-dose inhibition, % at 20 µM; IC50 in µM for titrated hits | 290,000 tested, 0.19% active; in the data active = inhibition mostly above about 51%, no sharp cut-off; inconclusive = no clear call, values can overlap the other calls; inactive = mostly below about 53%; note: some results filed as inactive read as strong as hits
M17LAP inhibition: P. falciparum M17LAP inhibitors, primary screen, biochemical, fluorogenic H-Leu-NHMec substrate, 1536-well (AID 1619). recombinant M17LAP, H-Leu-NHMec fluorogenic kinetic assay; higher % means a stronger effect. inhibition, % at 30 µM, or IC50 in µM where a hit was titrated. 220,000 tested, 0.38% active;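 active = compound inhibiting the enzyme by more than half at any dose during confirmatory dose-response retesting; inconclusive = strong single-dose inhibitors picked by rank but not retested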;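 note: plate controls were full reaction with DMSO carrier for no effect and no enzyme background for full effect; strong numbers were not always called active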
Dynein cargo inh cytoplasmic EGFP: further read-out of Dynein cargo inh, marked with its call; z-score; measured here: cytoplasmic GR-EGFP intensity; active compounds read high
Dynein cargo inh nuclear GR-EGFP: further read-out of Dynein cargo inh, marked with its call; z-score; measured here: nuclear GR-EGFP intensity;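 lower value marks the stronger effect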
Dynein cargo inh cell count: further read-out of Dynein cargo inh, marked with its call; z-score; measured here: cell count per field
* marks the source's active call; other numbers are inactive results; ? = inconclusive; . = no result given; [ ] = dose if it differs, or a comment. Cut-off read from the data, not from the text of the source, unless noted: active = inhibition above about 50%; inactive = the rest. Not all compounds are listed; count on the stated rates, not on these rows.

SMILES | GPR55 beta-arrestin | KOR beta-arrestin-1 | KOR beta-arrestin-2 | Dynein cargo inh | Dynein cargo inh cytoplasmic EGFP | Dynein cargo inh nuclear GR-EGFP | Dynein cargo inh cell count | NOD2 inhibition | NOD1 NF-kB reporter | P. falciparum M1AAP | AID2073 | M17LAP inhibition
CCCn1c(=N)n(CCOc2ccc(OC)cc2)c2ccccc21 | -0.1% | 0.3% | 36% | 0.31 | -0.26 | -0.54 | -0.054 | 8% | -30% | 3% | -4% | 0%
C/C(=N\O)c1c(O)cc(-c2ccccc2)n(-c2ccccc2)c1=O | -0.1% | 2.2% | -11% | -0.55 | -0.24 | -0.4 | 0.14 | 15% | -1% | 4% | 7% | 8%
COc1ccc(-c2cc(=O)c3ccccc3n2C)cc1 | -0.3% | 0.3% | 2% | -0.92 | -0.23 | -0.45 | 0.23 | 9% | -11% | 11% | 5% | 26%
CN(C)S(=O)(=O)c1ccc(N)c([N+](=O)[O-])c1 | -0.1% | 0.5% | 17% | 0.58 | 0.5 | 0.64 | -1.2 | 36% | -3% | 2% | 24% | 0%
CCN1CCN(S(=O)(=O)c2ccc(Cl)c(C(=O)Nc3cc(Cl)ccc3N3CCOCC3)c2)CC1 | 0.0% | -4.0% | 24% | . | . | . | . | . | . | . | 5% | .
CC(NS(=O)(=O)c1ccccc1)c1n[nH]c(=S)n1-c1ccccc1 (centres undefined) | 0.0% | 0.5% | 29% | -0.3 | -0.18 | -0.23 | -0.21 | -2% | -9% | 3% | ? | 3%
COc1ccc(CCC(=O)NCc2cn3ccccc3n2)cc1 | -0.1% | 2.7% | 12% | 1.4 | -0.18 | 1.3 | -1.8 | 1% | 7% | -4% | 6% | -3%
N#Cc1ccc(NC(=O)Nc2cccc(C#N)c2)cc1 | -0.1% | 3.1% | 10% | 0.64 | -0.12 | 0.57 | -0.54 | 5% | 14% | 2% | 12% | 0%
COc1cccc(-n2nnnc2SCC(=O)Nc2nc3c(s2)CCCC3)c1 | 0.1% | -2.5% | -18% | -0.73 | 0.066 | -0.083 | -0.28 | 21% | 4% | -4% | -10% | 22%
Cc1ccccc1CNC(=O)Cn1ccc2cc(S(=O)(=O)N3CCCCCC3)ccc21 | 0.2% | -4.6% | 22% | . | . | . | . | 8% | -10% | . | -6% | .
COc1ccc(C(=O)OC/C(O)=C(\C#N)c2nc3ccccc3[nH]2)cc1S(=O)(=O)N1CCOCC1 | 0.1% | 11% | 3% | -0.72 | -0.28 | -0.76 | 1.1 | 11% | -17% | 7% | 10% | 4%
COc1ccc(OC)c(S(=O)(=O)NNC(=S)Nc2ccc3c(c2)OCO3)c1 | -0.1% | -2.3% | 2% | . | . | . | . | 1% | -45% | . | -7% | .
N#Cc1nc(Cc2cccc3ccccc23)oc1NCCN1CCOCC1 | 0.0% | -6.1% | 33% | 0.7 | 0.19 | 0.89 | -1.2 | 12% | 13% | 7% | -1% | 5%
N#CCCN(CCC#N)c1nnc(-c2ccccc2)s1 | -0.2% | 7.6% | -29% | 0.025 | 0.01 | 0.52 | -0.55 | 0% | -11% | -6% | -4% | 11%
CC(C)[C@H](NC(=O)OC(C)(C)C)C(=O)N1CCC(C(=O)N[C@@H](C)C(=O)Nc2ccc(F)cc2)CC1 | -0.1% | -4.5% | -6% | . | . | . | . | 3% | -8% | . | 2% | .
O=c1c([N+](=O)[O-])c(N2CCOCC2)c2ccccc2n1-c1ccccc1 | -0.1% | . | -15%[20 µM] | 0.33 | -0.16 | 0.08 | -0.46 | 6% | -34% | -2% | 5% | 6%
O=C(N1CCCC1)C12CC3CC(C1)CC(C(=O)N1CCCC1)(C3)C2 | -0.1% | 2.8% | -15% | -0.38 | -0.19 | -0.17 | 0.5 | -34% | -30% | 0% | 0% | 2%
O=C(CSc1ncn[nH]1)c1ccccc1 | -0.3% | -5.2% | -29% | -1.2 | -0.16 | -0.39 | 0.62 | 2% | -23% | 2% | -3% | 19%
CCSc1nc(C)cc(C)c1S(=O)(=O)c1ccccc1C | 0.4% | -1.5% | 7% | 0.085 | -0.2 | -0.11 | -0.66 | -4% | -8% | -2% | 0% | -2%
O=C(NC(Cc1ccccc1)C(=O)O)/C(=C/c1cccc([N+](=O)[O-])c1)NC(=O)c1ccco1 (centres undefined) | -0.1% | -0.9% | -20% | . | . | . | . | 7% | -12% | . | 9% | .
Cc1ccc(-c2ccc(=O)n(Cc3cc(C)ccc3C)n2)cc1 | 0.0% | -1.1% | -20% | . | . | . | . | 10% | -7% | . | 7% | .
COc1ccc(N(CC(=O)Nc2ccccc2Cl)S(=O)(=O)c2ccc(C)cc2)cc1OC | -0.2% | -9.5% | 22%[20 µM] | . | . | . | . | -2% | -22% | . | -7% | .
CC1/C(=C\c2ccc(Cl)cc2)C(=O)C2CC1C2(C)C (centres undefined) | 0.3% | 0.0% | -4% | -0.93 | -0.12 | -0.17 | 0.62 | -12% | -28% | -4% | -2% | -5%
COc1ccccc1NC(=O)CC(=O)c1cccc([N+](=O)[O-])c1 | 0.0% | -2.4% | -2% | . | . | . | . | 4% | -5% | . | 8% | .
O=C(NCC(=O)N1CCc2ccccc2C1)c1ccccc1Cl | 0.0% | -0.3% | -8% | . | . | . | . | -13% | -15% | . | -1% | .
COc1ccc(C(=O)OC(C)CN2CCN(C)CC2)cc1OC (centres undefined) | 0.0% | 2.6% | -14% | 0.65 | -0.12 | 0.4 | -0.73 | -6% | -5% | 6% | -4% | 11%
CC(C)OC(=O)CC(=O)CSc1nc2c(cc1C#N)CCC2 | -0.1% | 8.3% | 14% | -1.2 | -0.17 | -0.68 | 0.88 | 0% | 4% | 5% | 0% | -19%
Cc1cc(NC(c2cccnc2)c2c(C)[nH]c3ccccc23)no1 (centres undefined) | 0.1% | 1.5% | 4% | -0.49 | -0.21 | -0.038 | 0.52 | -7% | -3% | 7% | -4% | -4%
COc1cccc2c1C(=O)O/C2=C/c1ccc2c(c1)OCO2 | 0.0% | 44% | -102% | -3.3 | 3.1 | -1 | -3.5 | -175% | -36% | 0% | 29% | -8%
Cc1onc(C(=O)NN)c1-c1csc(COc2ccc(Cl)cc2)n1 | -0.2% | 3.7% | -6% | 0.58 | -0.27 | 0.25 | -0.37 | 10% | -11% | -3% | 6% | 1%
CCNC(=S)NNC(=O)c1c(Cl)c(C)nn1C | 0.3% | -2.2% | -40% | -0.59 | -0.35 | -0.55 | 1.3 | 9% | -28% | 2% | -1% | -2%
Cn1c2c(c(=O)n(C)c1=O)CN(CCc1ccccc1)CN2 | -0.2% | -5.4% | 15% | -0.26 | -0.11 | -0.29 | 0.032 | -9% | -21% | 2% | -10% | -2%
COc1ccc(NC(=O)Cn2c(CCC(=O)O)ccc2-c2ccccc2)cc1 | 0.2% | -6.0% | 6% | . | . | . | . | -5% | -37% | . | 1% | .
COc1cc(OC)cc(C(=O)NC(=S)N2CCCCC2c2cccnc2)c1 (centres undefined) | -0.1% | 7.8% | -10%[20 µM] | . | . | . | . | -7% | -4% | . | -28% | .
CC(C)Oc1ccc(C(=O)Nc2ccc(N(C)C)cc2)cc1 | 0.7% | -2.7% | -19% | -0.45 | -0.2 | -0.11 | 0.44 | -32% | -30% | 11% | -14% | 4%
COc1cccc(OC)c1C(=O)Nc1cccc(-c2nc3ccccc3[nH]2)c1 | -0.1% | . | -8%[20 µM] | -0.87 | -0.23 | -0.48 | 0.55 | -12% | -24% | -1% | -3% | 5%
Cc1cccc(-n2c(N)cc(=O)[nH]c2=S)c1C | -0.2% | 0.9% | 11% | -0.14 | -0.18 | -0.12 | -0.011 | -14% | -26% | 2% | 6% | -1%
COc1ccccc1OCc1nc(C#N)c(NCCCn2ccnc2)o1 | -0.1% | . | -5%[20 µM] | -0.68 | -0.32 | -0.41 | 0.23 | 10% | -22% | 3% | -16% | 18%
CCc1cc(OCCCCNCc2ccccc2)ccc1Cl | 0.4% | -0.2% | -16% | -6.9* | 0.73* | -2.8* | 0.19* | -9% | 0% | 2% | 2% | 8%
O=C(NNC1=Nc2ccccc2SC1)c1ccccc1F | -0.2% | 6.3% | 10% | 0.0089 | -0.27 | -0.29 | 1 | 10% | 2% | -4% | 5% | -4%
O=C(CCCN1C(=O)c2ccccc2C1=O)NCCC1=CCCCC1 | -0.2% | -3.7% | -22% | -0.47 | -0.23 | 0.01 | 0.19 | 5% | -10% | 12% | -7% | -2%
Fc1ccc(-n2c(-c3ccc4ccccc4n3)n[nH]c2=S)cc1 | 0.2% | . | -14%[20 µM] | 0.28 | -0.24 | -0.2 | 0.42 | 15% | -27% | 12% | 21% | 9%
Cc1ccc(NC(=O)Cn2cc(C=O)c3ccccc32)cc1 | 0.2% | 1.4% | -46%[20 µM] | . | . | . | . | 21% | 12% | . | 4% | .
COc1cccc2c1C(=O)c1ccc3ccccc3c1C2=O | 0.2% | 31% | -21% | 0.31 | 0.17 | 0.57 | 0.73 | -62% | -96% | 4% | -22% | -1%
